Screening data as filed in PubChem BioAssay.
PvdQ acylase: P. aeruginosa PvdQ acylase inhibition; purified PvdQ acylase, fluorescence plate reader; inhibition, % at 10 µM; hit rate 0.063% among 340,000; AID 488965; in the data active = inhibition above about 30%, passing the limit was not always enough; inconclusive = no clear call, values can overlap the other calls;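 note: 0% = vehicle neutral wells and 100% = reference inhibitor wells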
SR-BI DiI-HDL act: activators of SR-BI mediated HDL lipid uptake; CHO ldlA[mSR-BI] cells, DiI-HDL uptake fluorescence, 3 h; 100 = double the neutral-control signal; activation, % at 12.5 µM; hit rate 0.096% among 320,000; AID 504775;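 active = mean replicate activation of at least 60% and every replicate at or above 60%; inconclusive = mean or all-replicate condition met, but not both; inactive = mean below 60% and not all replicates reaching 60%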;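 note: 0% = median plate neutral-control signal and 100% = twice that signal; values of inactives mirror those of a sister screen read the other way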
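Test system: SR-BI-overexpressing, LDLR-lacking CHO cells. Measured by: DiI fluorescence, bottom read. Medium: Ham's F12 with 0.5% BSA, HEPES 25 mM, pH 7.4. Timing: 3 h uptake period with compound, 37 °C.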
MITF act: MITF TRPM1 promoter activation in melanoma cells; hit rate 0.75% among 300,000; activation, % at 12.5 µM; SK-MEL-5 TRPM1-promoter luciferase, 24 h; % of positive control, neutral wells = 0;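 active = mean activation of at least 80% with every replicate also reaching 80%; inconclusive = mean reaches 80% but some replicate falls short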;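 note: 0% = neutral control wells and 100% = parthenolide positive control wells; values of inactives mirror those of a sister screen read the other way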
PfHsp90 set2: reduces growth (ATP signal) of yeast expressing P. falciparum Hsp90. S. cerevisiae expressing PfHsp90, BacTiter-Glo ATP, 48 h; yeast lacking PDR1 and PDR3 efflux regulators. inhibition, % at 9.4 µM. hit rate 0.32% among 310,000. AID 504621;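 active = every replicate shows inhibition above about 80%, whatever the replicate mean, limit read from the data; inconclusive = mean inhibition reaches the set limit but some replicate falls short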;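 note: 0% = DMSO neutral controls and 100% = 20 µM radicicol positive controls; yeast relying on Plasmodium falciparum Hsp90 in place of its own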
Rtt109 HAT inh: blocks Candida albicans Rtt109/Vps75 acetyltransferase activity; inhibition, % at 34.9 µM; purified Rtt109/Vps75, ThioGlo CoA-SH fluorescence, 4 h; Q5AAJ8; hit rate 0.16% among 330,000; AID 540336;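 active = inhibition of at least 50% in every replicate; inconclusive = best replicate reaches 50% inhibition but some replicates fall short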
Target sequence (Q5AAJ8 whole entry, looked up): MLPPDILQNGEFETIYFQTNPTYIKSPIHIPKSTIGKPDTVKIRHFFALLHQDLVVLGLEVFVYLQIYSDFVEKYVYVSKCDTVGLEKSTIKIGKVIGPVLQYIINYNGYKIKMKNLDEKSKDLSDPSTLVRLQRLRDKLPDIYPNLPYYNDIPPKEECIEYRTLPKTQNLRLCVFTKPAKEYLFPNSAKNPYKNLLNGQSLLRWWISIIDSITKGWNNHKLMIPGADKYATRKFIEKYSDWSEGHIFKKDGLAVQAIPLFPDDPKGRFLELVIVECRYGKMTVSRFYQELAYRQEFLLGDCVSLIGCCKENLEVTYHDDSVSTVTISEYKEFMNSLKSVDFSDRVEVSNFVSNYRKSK
CAL PDZ FP-1: inhibitors of human CAL PDZ peptide binding | purified CAL PDZ, TMR-peptide fluorescence polarization, 1 h | inhibition, % at 20 µM | hit rate 0.02% among 330,000 | AID 504414;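 active = highest replicate inhibition of at least 40%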;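 note: plate controls were DMSO neutral control wells for no effect and unlabeled competitor peptide control wells for full effect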
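Test system: purified CerCALP PDZ construct; Compound dosing: one concentration, 20 µM compound; Also added: TMR-labelled reporter peptide T*-PRC34 bound in PDZ groove; Read-out: inhibition from polarization loss; Controls: unlabelled peptide and DMSO controls; Signal: FP readout, S and P plane fluorescence; Incubation: 1 h at RT.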
dFosB activator: activators of mouse delta FosB homodimer. purified delta FosB, TAMRA-CDK5 oligo fluorescence polarization; percent of positive-control signal above neutral wells. AID 493131. hit rate 0.99% among 340,000. P13346. activation, % at 25 µM;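 active = mean activation above about 17%, with every replicate also reaching it, limit read from the data, passing the limit was not always enough; inconclusive = only one of the two conditions met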;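 note: fluorescence polarization rise as delta FosB binds a TAMRA Cdk5 AP-1 oligo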
Target sequence (P13346 whole entry, looked up): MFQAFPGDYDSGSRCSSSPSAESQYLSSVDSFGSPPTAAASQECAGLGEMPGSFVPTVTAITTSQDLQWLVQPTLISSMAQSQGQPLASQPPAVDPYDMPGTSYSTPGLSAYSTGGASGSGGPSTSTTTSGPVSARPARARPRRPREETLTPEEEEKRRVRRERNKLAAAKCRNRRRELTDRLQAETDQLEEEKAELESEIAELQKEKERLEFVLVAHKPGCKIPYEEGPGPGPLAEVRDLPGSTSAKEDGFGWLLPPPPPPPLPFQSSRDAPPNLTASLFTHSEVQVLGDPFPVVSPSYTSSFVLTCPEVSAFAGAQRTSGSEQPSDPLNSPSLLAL
SR-BI DiI inh: inhibitors of mouse SR-BI mediated HDL lipid uptake; Q61009; ldlA[mSR-BI] CHO cells, DiI-HDL uptake fluorescence, 3 h; inhibition, % at 12.5 µM; hit rate 0.96% among 320,000; AID 488896;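 active = mean replicate inhibition of at least 70% and a set share of replicates each scoring 70 or more; inconclusive = meets just one of the two criteria; inactive = fails both criteria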;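 note: 0% = median of neutral control wells and 100% = median of positive control wells; values of inactives mirror those of a sister screen read the other way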
NSD2 HMT inh: inhibitors of human histone methyltransferase NSD2 | NSD2 peptide methylation, AlphaScreen, 120 min | O96028 | inhibition, % at 12.5 µM | hit rate 0.54% among 310,000 | AID 743445; in the data active = inhibition above about 50%
CAL PDZ FP-2: blocks peptide binding to the human CAL PDZ domain | inhibition, % at 24.9 µM | purified CAL PDZ, TMR-peptide fluorescence polarization, 1 h | hit rate 0.92% among 300,000 | Q9HD26 | AID 602252;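 active = mean inhibition of at least 30% with at least half of replicates also reaching 30%; inconclusive = no clear call, values can overlap the other calls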;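 note: 0% = DMSO neutral control and 100% = excess unlabeled competitor peptide PRC23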
* marks the source's active call; other numbers are inactive results; ? = inconclusive; nt = not tested or not shown; & = joins results of further samples.

SMILES	PvdQ acylase	SR-BI DiI-HDL act	MITF act	PfHsp90 set2	Rtt109 HAT inh	CAL PDZ FP-1	dFosB activator	SR-BI DiI inh	NSD2 HMT inh	CAL PDZ FP-2
O=C(O)C(Cc1ccccc1[N+](=O)[O-])N1C(=O)c2ccccc2C1=O (stereo unspecified)	4	9	-4	-11	-27	1.4	5	-9	1	-2
CC(OC(=O)C1CCN(S(=O)(=O)c2ccc(C(C)(C)C)cc2)CC1)C(=O)N(C)C1CCCCC1 (stereo unspecified)	12	5	1	6	13	-1.8	-9	-5	1	1
O=C(NC1(C(F)(F)F)NC(=O)N(c2ccc(F)cc2)C1=O)c1ccncc1 (stereo unspecified)	-4	23	11	-3	-3	-2.3	-7	-23	-1	-2
N#Cc1ccc(S(=O)(=O)N2CCN(Cc3cccs3)CC2)cc1	-16	15	-8	8	0	-0.1	-2	-15	-3	-2
CCCNC(=O)c1cn(CC)c2cc(N3CCN(C)CC3)c(F)cc2c1=O	-11	-3	2	-6	-1	-0.3	-17	3	5	-2
Oc1ccccc1/C=N/[n+]1ccccc1	7	nt	-7	-19	8	0.2	-2	nt	-1	7
COC(=O)c1ccc2c(=O)[nH]c(COC(=O)c3cccc(S(=O)(=O)N4CCOCC4)c3)nc2c1	-6	-8	10	nt	3	-2.0	-4	8	0	8
O=c1[nH]c(/C=C\c2ccc(O)cc2)nc(O)c1[N+](=O)[O-]	-22	6	nt	-9	14	-2.0	3	-6	nt	nt
CCN(CC(=O)Nc1c(F)cccc1F)C(=O)c1ccc(S(=O)(=O)N2CCCCCC2)cc1	-2	6	-3	nt	5	-2.5	-9	-6	-1	0
O=[N+]([O-])c1ccc(Cl)c(CN2CCSCC2)c1	2	0	1	3	0	-0.1	-6	0	nt	-3
CCOC(=O)c1ccc(N2C(=O)c3n[nH]c(-c4ccco4)c3C2c2cccc([N+](=O)[O-])c2)cc1 (stereo unspecified)	-15	0	-11	20	18	-1.8	-20	0	-2	nt
CCS(=O)(=O)N1CCC(C(=O)N2CCN(Cc3ccccc3)CC2)CC1	3	-12	-16	-12	4	nt	4	12	-2	-8
Cc1cc(C)c(C(=O)Nc2ccc(Br)c(C(F)(F)F)c2)c(C)c1	-6	-34	6	19	-1	-1.1	5	34	-2	-3
Cc1cc(C)c2cc(C(=O)N3CCN(c4ncccc4C(F)(F)F)CC3)[nH]c2c1	1	-30	-11	0	4	-1.9	-6	30	2	-2
COc1ccc(NC(=O)CN2CCN(S(=O)(=O)c3ccc(F)cc3)CC2)cc1Cl	-7	-28	3	nt	6	-0.3	-8	28	-1	21
Cc1ccc(OCC(=O)NNC(=O)C(=O)N2CCCC2)c(C)c1	-6	10	-5	2	-20	0.3	0	-10	-1	-3
O=C(c1ccccc1)N1N=C(c2ccccc2)CC1c1ccc2nccnc2c1 (stereo unspecified)	-7	16	-7	-12	-1	-2.4	-1	-16	0	-5
O=S(=O)(Nc1ccc(S(=O)(=O)N2CCCC2)cc1)c1ccc(F)cc1F	-1	23	-8	nt	-7	0.6	-5	-23	-3	nt
O=C(CCS(=O)(=O)c1ccc(Cl)cc1)Nc1ccc(N2CCOCC2)cc1	-4	nt	-8	-8	-3	-3.3	1	nt	1	-1
N#C/C(=C/c1ccc(CNC(=O)C(=O)Nc2cc(Cl)cc(Cl)c2)o1)C(=O)NCc1cccnc1	-10	-41	-38	7	-4	-1.0	53*	41	0	-7
O=c1c2ccccc2nc(COc2ccccc2)n1/N=C/c1ccc(O)cc1O	-8	-52	2	-4	-5	-3.7	-8	52	0	-3
CC(=O)c1ccc(NC(=S)NCc2ccco2)cc1	-9	5	10	2	-10	-0.8	3	-5	1	nt
CCOc1ccc(OCC)c(NC(=O)CCCN2C(=S)NC(C)(C)CC2C)c1 (stereo unspecified)	6	-6	-5	5	0	0.1	-5	6	4	nt
CCn1cc(C(=O)OCC(=O)NCc2ccc3c(c2)OCO3)c(=O)c2ccc(C)nc21	-9	-18	nt	nt	-6	nt	1	18	-2	-4
C=CCn1c(SCC(=O)c2ccc(OC)cc2)nnc1-c1cc2cccc(OC)c2o1	1	-26	-4	-1	5	1.1	-9	26	0	nt
COC(=O)[C@@H](Cc1c[nH]c2ccccc12)NCc1ccc(B(O)O)cc1	-13	-25	-4	2	-2	0.6	4	25	nt	-4
COc1ccc(CN(C)CC(O)COC(c2ccccc2)c2ccccc2)c(OC)c1OC (stereo unspecified)	-10	13	8	12	7	-1.4	-3	-13	3	-5
O=C(NCc1ccco1)C(=O)c1cn(CC(=O)N2CCCCCC2)c2ccccc12	-6	-4	-15	nt	1	-3.0	-2	4	0	-1
Cc1ccc(Cl)c(Cn2cnc3c(cnn3C(C)(C)C)c2=O)c1F	-9	-11	12	nt	-9	-0.7	-7	11	nt	-6
O=C(Nc1cc2c3c(c1)CC(=O)N3CCC2)C1CCCCC1	-4	-40	1	-5	2	-1.4	-10	40	0	-4
CC(=O)OCCOCn1cnn2c(=O)c(Br)c(C)nc12	-23	0	5	11	-9	1.2	-3	0	0	-4
CCOC(=O)C1CCN(C(=O)Cn2cnc3sc(C)c(S(=O)(=O)N4CCCCC4)c3c2=O)CC1	10	-15	-3	-15	14	-1.0	0	15	-7	-3
CSc1ccccc1C(=O)N1CCc2ccccc2C1	-5	12	7	nt	-3	-2.8	-5	-12	-2	-1
Cc1ccc(/C=N/NC(=O)c2ccc3ccccc3c2)s1	3	5	12	1	29	-3.5	0	-5	0	0
CCN(CC)CCCNc1nc2ccccc2[nH]1	-10	14	-3	-16	-3	-0.8	-14	-14	nt	nt
CCOC(=O)c1[nH]c2ccccc2c1NC(=O)C1CCCC1	-11	16	-6	4	0	0.2	-7	-16	nt	nt
O=C(NCCC1=CCCCC1)c1cccc2c1C(=O)N(C1CCCCC1)C2	11	-31	-5	3	1	-0.4	1	31	-1	-6
CCCCc1cc(=O)oc2c(C)c(OCC(=O)NCC3CCC(C(=O)O)CC3)ccc12 (stereo unspecified)	-16	-7	-1	1	7	1.4	-9	7	nt	-3
CCOC(=O)CSc1nc2sc3c(c2c(=O)n1C1CCCCC1)CCN(C)C3	-6	8	0	-11	-6	-5.5	-10	-8	4	-7
O=C1CCc2cc(NS(=O)(=O)c3ccc([N+](=O)[O-])cc3)cc3c2N1CC3	-18	8	7	0	-16	-1.9	2	-8	-1	-2
CCOC(=O)CNS(=O)(=O)c1c(C)noc1C	-1	10	-9	11	18	-0.5	-3	-10	30	-2
CCCCCc1nnc(NC(=O)C2=COCCO2)s1	6	20	60	-18	-3	0.8	3	-20	-3	-3
CC(C)n1cc(-c2nc(C(=O)NN)cs2)c(=O)n(Cc2ccccc2)c1=O	-2	-27	nt	8	-8	-1.5	-9	27	-1	-5
O=C(NCc1ccc(Cl)cc1)c1ccc(CS(=O)Cc2cccc(Cl)c2)o1 (stereo unspecified)	-13	-1	-1	12	-9	-0.4	-1	1	1	nt
O=C(c1ccccc1C(=O)N1CCN(c2ccc(F)cc2)CC1)N1CCN(c2ccc(F)cc2)CC1	4	-23	nt	-14	-7	-2.4	-11	23	4	-3
COC(C[C@H]1O[C@@H]1[C@H](O)COCc1ccccc1)OC	4	3	5	2	-8	-0.8	8	-3	nt	2
CCC1=NN(C(=O)C(=O)Nc2ccccc2OC)C(O)(C(F)(F)F)C1 (stereo unspecified)	1	11	-2	21	-1	-3.3	-3	-11	28	0
Cc1nn(CCC(=O)NNC(=S)Nc2ccc(F)cc2)c(C)c1[N+](=O)[O-]	-9	11	nt	-28	12	0.0	-2	-11	0	-3
CS(=O)(=O)NN1C(=O)c2ccccc2NC1c1cc2ccccc2nc1Cl (stereo unspecified)	-12	-2	5	11	-4	-2.0	-10	2	nt	-5
CCOCCCNCc1cccc(OC)c1	0	13	nt	25	3	0.6	6	-13	1	0
O=[N+]([O-])c1ccc(NNS(=O)(=O)c2cc(Cl)ccc2Cl)nc1	-5	8	2	4	29	-2.2	-4	-8	3	9
CC(=O)Nc1ccc(Cc2ccncc2)cc1	-17	4	0	21	-6	1.5	6	-4	-5	0
CC1=C(C(N)=O)C(c2ccc(F)cc2)n2nc(CCCO)nc2N1 (stereo unspecified)	-17	-2	-3	9	1	0.4	-1	2	-2	-3
Cc1[nH]nc(N=CC2=C(O)CC(C)(C)CC2=O)c1-c1ccccc1	-4&2	-49&18	23&50	-20&26	6&0	-1.2&0.0	-28&-27	49&-18	0&0	-2&-6
CC(CC(=O)N(C)C1CCCCC1)S(=O)(=O)c1ccc2c(c1)NC(=O)CO2 (stereo unspecified)	-8	12	2	-7	-3	-2.1	-1	-12	-6	-4
O=S(=O)(c1ccc(F)cc1)N1CCCNCC1	-17	-6	nt	4	-12	0.3	0	6	nt	0
CCNC(=O)c1c(NC(=O)c2cc(-c3cc(C)cc(C)c3O)n[nH]2)sc2c1CCCC2	11	-73	10	-20	7	0.8	12	?	nt	1
Cn1c(=O)c2c(nc(SCC(=O)NCc3ccc4c(c3)OCO4)n2Cc2ccccc2)n(C)c1=O	-9	-1	-1	-4	-5	-0.5	4	1	-3	-2
COc1ccccc1C(=O)Nc1nnc(SCC(=O)NCC2CCCO2)s1 (stereo unspecified)	-6	0	?	-8	-7	0.7	-16	0	-1	9
CCOc1ccc2nc(SCC(=O)Nc3cccc(S(=O)(=O)NC4=NCCCCC4)c3)[nH]c2c1	-14	-34	3	nt	-4	-1.6	4	34	6	-8

Continuation:
SMILES	PvdQ acylase	SR-BI DiI-HDL act	MITF act	PfHsp90 set2	Rtt109 HAT inh	CAL PDZ FP-1	dFosB activator	SR-BI DiI inh	NSD2 HMT inh	CAL PDZ FP-2
CC1=C(C(=O)OCC2CCCO2)C(c2ccccc2)NC(=O)N1 (stereo unspecified)	-5	-6	-13	0	2	-2.4	-6	6	4	-3
COc1ccc(/C=C2/SC(=S)N(CCCC(=O)Nc3ccc(O)cc3)C2=O)cc1OC	7	nt	-6	4	2	-1.5	-3	45	0	-1
O=C(C1CCN(S(=O)(=O)c2ccccc2)CC1)N1CCN(Cc2ccccc2)CC1	6	-13	2	-8	0	-0.2	-7	13	-1	-4
COc1ccc(C2=NN(C(C#N)c3ccc(OC)c(OC)c3)C(c3ccccc3)C2)cc1 (stereo unspecified)	1	-37	62	-32	4	0.1	2	37	0	-1
CCN(C(=O)c1ccc2c(c1)OCO2)C12CC3CC(CC(C3)C1)C2	1	-29	1	-17	0	2.1	2	29	34	-2
